From PubChem BioAssay
A3A deaminase – human APOBEC3A DNA deaminase inhibition; P31941; recombinant A3A, FAM/TAMRA ssDNA deamination fluorescence; inhibition, % at 20 µM; 330,000 compounds, 0.41% hits;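 active = at least 40% inhibition at 20 µM here, with at most 30% in a related deaminase screen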;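 note: plate controls were A3A with DMSO for no effect and wells lacking A3A enzyme for full effect; some results filed as inactive read as strong as hits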
Target sequence (P31941 whole entry, looked up): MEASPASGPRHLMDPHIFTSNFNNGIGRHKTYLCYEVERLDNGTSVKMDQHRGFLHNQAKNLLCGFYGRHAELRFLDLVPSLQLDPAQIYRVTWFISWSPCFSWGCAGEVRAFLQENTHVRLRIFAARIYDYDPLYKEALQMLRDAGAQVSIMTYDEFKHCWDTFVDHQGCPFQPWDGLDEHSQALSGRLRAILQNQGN
mIAP block – blocks mouse intestinal alkaline phosphatase; purified mouse IAP, CDP-Star luminescence, 30 min; inhibition, % at 10 µM; 330,000 compounds, 0.2% hits; AID 2806;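 active = inhibition of at least 40% at 10 µM in the primary screen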;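 note: plate controls were DMSO with enzyme for no effect and no enzyme wells for full effect; values of inactives mirror those of a sister screen read the other way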
mIAP activ – increases mouse intestinal alkaline phosphatase activity | muIAP, CDP-Star luminescence, 30 min; active compounds read high; 1 = vehicle-only enzyme signal, 0 = enzyme-free wells | AID 2805 | activation factor at 10 µM | 330,000 compounds, 0.24% hits;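 active = activation factor of at least 2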; note: the source names both 10 and 20 µM as test concentration; values of inactives mirror those of a sister screen read the other way
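System: mouse IAP enzyme. Reagent: CDP-Star chemiluminescent phosphatase substrate. Benchmarks: DMSO wells, no-enzyme wells. Times: 30 min enzyme-substrate-compound incubation at room temperature. Detection: luminescence from enzymatic CDP-Star hydrolysis. Doses: test compounds delivered from DMSO solution.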
A3G deaminase – inhibitors of human APOBEC3G DNA deaminase; Q9HC16; recombinant A3G, ssDNA deamination FAM/TAMRA fluorescence; inhibition, % at 20 µM; 330,000 compounds, 0.28% hits; AID 493012;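 active = inhibition of at least 40% at 20 µM, with no more than 30% in the related APOBEC3A deaminase screen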;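 note: plate controls were DMSO wells with A3G for no effect and wells lacking A3G enzyme for full effect; some compounds called inactive have numbers as strong as hits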
Target sequence (Q9HC16 whole entry, looked up): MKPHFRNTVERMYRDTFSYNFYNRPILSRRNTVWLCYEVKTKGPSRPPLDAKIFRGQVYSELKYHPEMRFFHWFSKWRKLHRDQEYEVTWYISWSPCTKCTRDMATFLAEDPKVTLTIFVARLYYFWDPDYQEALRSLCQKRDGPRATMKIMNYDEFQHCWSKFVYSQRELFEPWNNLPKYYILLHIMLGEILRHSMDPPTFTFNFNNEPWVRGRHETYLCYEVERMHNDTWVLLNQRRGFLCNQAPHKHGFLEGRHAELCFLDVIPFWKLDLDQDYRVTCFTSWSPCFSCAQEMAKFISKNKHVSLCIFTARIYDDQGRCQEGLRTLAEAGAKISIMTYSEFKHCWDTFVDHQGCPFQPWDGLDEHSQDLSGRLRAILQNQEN
hIAP act – human IAP activation. P09923. purified human IAP, CDP-Star luminescence, 30 min; active compounds read high; 1 = vehicle-only enzyme, 0 = enzyme-free background. activation factor at 10 µM. 330,000 compounds, 0.16% hits. AID 2524;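 active = activation factor of the enzyme at least 2-fold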; note: the source names both 10 and 20 µM as test concentration; values of inactives mirror those of a sister screen read the other way
MPTP block – blocks calcium-induced mitochondrial swelling; isolated mouse mitochondria, Ca2+ swelling absorbance, 30 min; AID 602449; 360,000 compounds, 1.4% hits; inhibition, % at 10 µM;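 active = inhibition of 50% or more, scaled per plate between neutral and stimulator controls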;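 note: 0% = DMSO wells given calcium and 100% = 1 mM EGTA wells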
beta cell repl – MIN6 beta-cell proliferation induction; proliferation, % at 10 µM; MIN6 cells proliferation, ATPlite luminescence, 48 h; cells starved in 0.2% serum; 100% = growth in 10% serum; 330,000 compounds, 0.29% hits; AID 2380;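 active = compounds whose signal lies at least 3.5 SD above the mean of all wells on their plate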;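 note: 0% = DMSO-treated cells in low-serum medium and 100% = 10% serum control; some compounds called inactive have numbers as strong as hits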
GRIN3A LBD mod – modulators (binders) of human NR3A ligand-binding domain; 340,000 compounds, 2.5% hits; Tm shift relative to glycine control, % at 25 µM; NR3A LBD differential scanning fluorimetry, Tm shift; 0% = protein alone, 100% = glycine-bound protein; AID 1259313;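 active = melting temperature shift of at least 10% of the positive control shift, at one fixed dose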
hIAP inh – blocks human intestinal alkaline phosphatase; 330,000 compounds, 0.12% hits; purified IAP, CDP-Star luminescence, 30 min; inhibition, % at 10 µM;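 active = inhibition reaching a set limit with compound at 10 µM in the primary screen, cut at about 35% in these data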;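 note: plate controls were DMSO wells with enzyme for no effect and no-enzyme buffer wells for full effect; values of inactives mirror those of a sister screen read the other way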
* = called active by the depositor.

Structure,A3A deaminase,mIAP block,mIAP activ,A3G deaminase,hIAP act,MPTP block,beta cell repl,GRIN3A LBD mod,hIAP inh
C=CCn1cc(C(=O)N2CCN(CC)CC2)c(=O)c2cc(S(=O)(=O)N(CC)CC)ccc21,-5,-1,1,-8,0.95,0.0,7,0,5
CCN1CCN(c2ccc(S(=O)(=O)N3CCCCC3)cc2NC(=O)COc2cc(C)ccc2Cl)CC1,57*,0,1,15,1.1,-2.3,-7,1,-8
CCOC(=O)Cc1csc(SCC(=O)Nc2cc(Cl)ccc2Oc2ccccc2)n1,-5,3,0.97,-7,0.91,-0.1,-4,-2,9
CC(=O)N1CCN(c2ccccc2NC(=O)c2cc(Br)ccc2Cl)CC1,-2,-4,1,-9,1.2,1.4,1,-1,-18
COc1cc(OC)cc(C(=O)NC2=NCCS2)c1,-1,-2,1,1,1.1,0.7,0,1,-6
Cc1c(NC(=S)N/N=C/c2ccc(Br)cc2)c(=O)n(-c2ccccc2)n1C,-4,9,0.91,-9,1.1,0.6,-2,-1,-6
Cc1cc(C(=O)CCC(=O)N(C)CC(=O)Nc2ccc(OC(F)(F)F)cc2)c(C)s1,3,6,0.94,-1,0.97,-0.6,-1,-4,3
CCOc1ccccc1N=Nc1c(C)[nH]n(-c2ccccc2)c1=O,-2,9,0.91,-1,1.2,1.5,1,2,-16
COCCCn1c(CCC(=O)O)ccc1-c1ccc(F)cc1,-5,-2,1,-4,0.82,-0.4,-2,0,18
Cc1ccc(OC(=S)Nc2ccc(F)cc2)cc1,2,13,0.87,-2,0.95,1.6,5,6,5
COc1cc(OC)c2c(c1C(CCN1CCOCC1)c1ccc(N(C)C)cc1)OC(=O)CC2c1ccc(N(C)C)cc1 (stereo unspecified),-4,-3,1,-8,1.1,0.1,-2,-1,-9
O=C(O)c1cccc(NS(=O)(=O)c2ccc(-c3ccc(S(=O)(=O)Nc4cccc(C(=O)O)c4)cc3)cc2)c1,-6,2,0.97,-19,1.1,-4.0,3,6,-8
O=C(Nc1ccc(CN2CCS(=O)(=O)CC2)cc1)c1ccc(Cl)cc1,-5,3,0.97,-12,0.97,1.6,-1,-1,2
Cc1c(NC(=O)c2ccccc2NS(=O)(=O)c2ccc(F)cc2)c(=O)n(-c2ccccc2)n1C,0,-8,1.1,-5,1.3,-0.5,0,1,-28
C[C@@H]1CC=C[C@H]2[C@H]1C(=O)N(Cc1ccccc1)[C@H]2c1ccc(-c2ccc(F)cc2)cc1F,2,8,0.92,1,0.88,1.1,-8,0,12
CC(C)CC(=O)Nc1ccc2oc(-c3cccnc3)nc2c1,-2,-1,1,1,1,-0.1,-3,1,-3
COc1ccc(CNCCNC(=O)c2ccco2)c(OC)c1OC,1,2,0.98,0,0.99,-1.1,0,1,1
COC(=O)c1c(NC(=O)c2ccc(Br)o2)sc(C)c1C,2,2,0.98,0,1.1,1.7,-3,0,-8
CCC(=O)c1ccc(OCCn2cncn2)cc1,-3,9,0.91,-3,0.93,-0.5,0,0,7
Cc1ccc(C)c(CSc2nnc([C@@H](N)C(C)C)o2)c1,-5,-4,1,-8,0.92,-1.5,-3,-1,8

A few values from above:
Entry for `COC(=O)c1c(NC(=O)c2ccc(Br)o2)sc(C)c1C` under GRIN3A LBD mod: 0
Entry for `Cc1ccc(C)c(CSc2nnc([C@@H](N)C(C)C)o2)c1` under hIAP inh: 8
Entry for `C=CCn1cc(C(=O)N2CCN(CC)CC2)c(=O)c2cc(S(=O)(=O)N(CC)CC)ccc21` under beta cell repl: 7

Next compounds follow:
Structure,A3A deaminase,mIAP block,mIAP activ,A3G deaminase,hIAP act,MPTP block,beta cell repl,GRIN3A LBD mod,hIAP inh
COc1cc(/C=C2/C(=N)N3OC(C)=CC3=NC2=O)ccc1OC(=O)c1ccco1,-3,10,0.9,5,0.95,1.5,-1,0,5
COc1cccc(C(=O)C[n+]2ccccc2/C=N/O)c1,1,-2,1,-8,0.94,-2.1,-1,-3,6
CCC(CC)NC(=O)CN(c1ccccc1OC)S(=O)(=O)c1cccs1,1,4,0.96,-4,1.1,0.6,0,1,-5
c1ccc(-c2ncc(CSc3nncn3-c3ccccc3)s2)cc1,2,5,0.95,-5,0.78,2.1,-2,-2,22
CC1(C)CC(NC(=O)c2cccc(S(=O)(=O)Nc3cccc(Cl)c3)c2)CC(C)(C)N1,-3,-7,1.1,-9,0.98,3.2,-1,1,2
CCOc1cc(/C=N/n2nnnc2N)ccc1OCc1c(C)no[n+]1[O-],2,4,0.96,-1,0.97,0.9,0.0*,1,3
C=CCOC(=O)C1=C[C@@H](c2cn(C(C)=O)c3ccccc23)C[C@@H](OCc2ccc(CO)cc2)O1,-3,10,0.9,-4,1,-1.2,-3,-5,-4
Cc1ccsc1C1C(C#N)=C(N)N(N(C)C)C2=C1C(=O)CC(C)(C)C2 (stereo unspecified),0,4,0.96,-5,1,-0.3,-2,-1,-3
CCCn1c(=N)n(CC(=O)O)c2ccccc21,2,3,0.97,-2,0.97,-1.0,1,2,2
c1ccc(NC(=NCc2ccco2)c2ccccc2)cc1,-4,15,0.85,-3,1.1,0.4,4,0,-5
O=C(c1ccc(S(=O)(=O)Cc2ccccc2Cl)c([N+](=O)[O-])c1)N1CCN(c2ccccn2)CC1,-1,-6,1.1,-10,0.77,-2.9,-7,4,23
O=C(COC(=O)c1cccnc1Cl)Nc1cc(S(=O)(=O)N2CCCCC2)ccc1Cl,2,5,0.95,-2,0.99,1.9,-2,-1,1
CC[C@H](C)[C@@H]1NC(=O)c2cc([N+](=O)[O-])cc(F)c2OCC[C@@H](C(N)=O)NC(=O)[C@H](CCCCN)NC1=O,-1,-3,1,-9,1.1,0.6,5,2,-6
c1ccc(Cc2nn3c(C4COc5ccccc5O4)nnc3s2)cc1 (stereo unspecified),4,13,0.87,16,0.92,1.2,-2,-2,8
CCOc1ccc(/C(O)=C2/C(=O)C(=O)N(CCN(C)C)C2c2ccccc2)cc1Cl (stereo unspecified),-2,12,0.88,2,0.96,-0.6,-3,-5,4
CSc1nnc(-c2ccc(S(=O)(=O)N3CCCCC3)cc2)o1,1,-1,1,0,0.82,2.4,0,1,18
CCCCC(CC(O)COCC(C)C)C(=O)NN (stereo unspecified),2,-4,1,-3,0.99,1.8,3,0,1
O=C(CC1Nc2ccccc2NC1=O)Nc1ccccc1 (stereo unspecified),0,7,0.93,-4,1.1,1.9,-6,-1,-11
CCN(C(=O)c1cc(S(=O)(=O)N2CCc3ccccc32)cn1C)c1ccccc1,-6,2,0.98,-9,0.96,-0.9,6,-1,4
Cn1c(=O)c(C(=O)NCc2ccc(Cl)cc2)c(O)c2ccccc21,1,12,0.88,-1,0.98,1.0,-3,-7,2

Filtered by structure: the entries above containing a nitro group on carbon (2)
Structure,A3A deaminase,mIAP block,mIAP activ,A3G deaminase,hIAP act,MPTP block,beta cell repl,GRIN3A LBD mod,hIAP inh
O=C(c1ccc(S(=O)(=O)Cc2ccccc2Cl)c([N+](=O)[O-])c1)N1CCN(c2ccccn2)CC1,-1,-6,1.1,-10,0.77,-2.9,-7,4,23
CC[C@H](C)[C@@H]1NC(=O)c2cc([N+](=O)[O-])cc(F)c2OCC[C@@H](C(N)=O)NC(=O)[C@H](CCCCN)NC1=O,-1,-3,1,-9,1.1,0.6,5,2,-6

Continuation:
Structure,A3A deaminase,mIAP block,mIAP activ,A3G deaminase,hIAP act,MPTP block,beta cell repl,GRIN3A LBD mod,hIAP inh
Cc1ccccc1NC(=O)c1ccc(CN(c2ccccc2)S(=O)(=O)c2ccccc2)cc1,1,18,0.82,-2,0.97,4.7,0,8,3
CCOc1ccc(OCC)c(NS(=O)(=O)c2cccc3nsnc23)c1,-3,-3,1,-5,1.1,0.5,-3,-1,-11
CCOC(=O)c1sc(NC(=O)CSc2nc3c(cc2C#N)CCCCC3)c(C#N)c1C,-2,13,0.87,-2,1,91*,-4,7,-4
Oc1ccc(N2CCN(C(=S)NCc3ccccc3)CC2)cc1,-2,5,0.95,-1,0.8,-1.1,-5,0,20
O=C(c1ccco1)N1N=C(c2ccc3nccnc3c2)CC1c1ccccc1 (stereo unspecified),4,-5,1,-4,0.98,-2.1,-1,0,2
CCCCN1C(Nc2ccccc2)=NC[C@@H]1C,-1,6,0.94,-4,1.2,-1.4,3,-1,-19
COc1cc(/C=C2\N=C(c3ccccc3)OC2=O)ccc1OC(C)=O,-6,3,0.97,21,1.3,0.2,-1,0,-27
CC(=O)N(Cc1ccccc1)c1nc(-c2ccccc2)cs1,-1,28,0.72,-8,1.1,-1.3,-4,0,-7
COc1ccc(NC(=O)C(Cl)=C(Cl)Cl)cn1,0,8,0.93,-4,0.95,-2.6,-5,0,5
Cc1ccc(-n2c(CNC(=O)c3cccs3)nnc2SCC(=O)NO)cc1,8,-15,1.1,-1,1.1,0.1,-1,2,-6
COC(=O)c1sccc1NC(=O)c1cc(-c2cccc(C)c2)nc2ccccc12,-3,17,0.83,-7,0.94,2.0,-6,1,6
CCCCOc1ccc(/C=N/NC(=O)c2csc(C)c2C)cc1,3,-30,1.3,3,1.1,-11,-2,28*,-7
COc1ccc(NC(=O)COc2ccc(C)c(C)c2)cc1S(=O)(=O)N1CCCCC1,-4,-15,1.1,-8,1.2,-2.1,-1,-4,-24
CN(Cc1ccc(Cl)cc1)C(=O)c1ccc2ccccc2n1,-1,0,1,-8,1,0.3,-2,2,-1
O=C1NC(NS(=O)(=O)c2ccccc2)(C(F)(F)F)C(=O)N1c1ccc(F)cc1 (stereo unspecified),-2,-1,1,-8,1,0.4,0,16*,-1
CCOc1ccc(N(CC(=O)NN=C2CCN(C)CC2)S(C)(=O)=O)cc1,0,-14,1.1,3,0.98,-0.9,3,0,2
Cc1cccc(-n2c(-c3csc4ccccc34)n[nH]c2=S)c1,-1,3,0.97,-4,0.97,0.4,0,-1,3

Compounds as they come (roughly 5% active in at least one column).
